M. tuberculosis: growth inhibition of non-replicating M. tuberculosis (AID 488890); Mycobacterium tuberculosis non-replicating, growth inhibition; higher % means a stronger effect; one-dose inhibition, % at 25 µM; IC50 in µM for titrated hits; 0.39% of 320,000 active; in the data active means a potency from the dose series; inconclusive means inhibition mostly from about 82% at the one dose, without a potency; inactive means the rest, 99 in 100 with inhibition below about 76%;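 further: plate controls were DMSO cells for no effect and high antibiotic wells for full effect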
H1N1 NS1A inhibition: NS1A inhibition, H1N1 influenza, cell based functional assay (AID 504329). 0.3% of 340,000 active. inhibition, % at 12.5 µM, or IC50 in µM where a hit was titrated. NS1A functional cell-based assay, percent inhibition; higher % means a stronger effect; in the data active means a potency from the dose series; inconclusive means inhibition above about 27% without an active follow-up result; further: strong numbers were not always called active
Salmonella PhoP GFP: PhoP regulon inhibitors, Salmonella typhi PhoP promoter GFP reporter, confirmatory (AID 1850); Salmonella Typhi PhoP-promoter GFP reporter, fluorescence, 4 h; higher % means a stronger effect; 0.33% of 310,000 active; inhibition, % at 50 µM, or IC50 in µM where a hit was titrated; in the data active means a potency from the dose series; inconclusive means inhibition mostly from about 25% at the one dose, without a potency; inactive means the rest, 99 in 100 with inhibition below about 19%;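 further: 0% = induced wells with vehicle and 100% = uninduced wells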
H37Rv inhibition: M. tuberculosis growth inhibition, HTS (AID 449762); M. tuberculosis H37Rv growth inhibition, 7H9 media; higher % means a stronger effect; one-dose inhibition, % at 25 µM; IC50 in µM for titrated hits; 0.59% of 330,000 active; in the data active means a potency from the dose series; inconclusive means inhibition above about 70% without an active follow-up result;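 further: bacterial growth assessed after seven days of incubation; strong numbers were not always called active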
VEEV TC-83 Vero: inhibitors of VEEV TC-83 cytopathic effect, confirmation, Vero cells (AID 588727); Vero cells, VEEV TC-83 cytopathic effect inhibition; higher % means a stronger effect; one-dose inhibition, % at 20 µM; IC50 in µM for titrated hits; 0.13% of 350,000 active; in the data active means a potency from the dose series; inconclusive means inhibition mostly from about 14% at the one dose, without a potency; inactive means the rest, 99 in 100 with inhibition below about 12%; further: strong numbers were not always called active
* marks the source's active call; other numbers are inactive results; i = inactive; u = inconclusive; x = not tested or not shown. Rows were taken by chance, and some 1.5% of all compounds hit somewhere here.

Sequence of screens: M. tuberculosis, H1N1 NS1A inhibition, Salmonella PhoP GFP, H37Rv inhibition, VEEV TC-83 Vero
(1) O=C1C(=O)N(c2ccccn2)C(c2ccc(F)cc2)/C1=C(/O)c1ccc(Br)cc1 (centres undefined)
  77%, -31%, -1%, -5%, i
(2) O=C(CSc1nnc(C2CC2)n1Cc1ccccc1)Nc1cccnc1Cl
  1%, 1%, 0%, 1%, 0.2%
(3) COC(=O)c1cc(NC(=O)c2c(-c3c(Cl)cccc3Cl)noc2C)ccc1N1CCOCC1
  2%, -3%, -2%, 3%, 2.8%
(4) COc1ccc(CCNC(=O)CSc2nc3[nH]ncc3c(=O)n2-c2ccccc2OC)cc1OC
  5%, -11%, 7%, -4%, 2.4%
(5) O=C1c2ccccc2S(=O)(=O)N1CC(O)COc1ccc(Br)cc1 (centres undefined)
  23%, -10%, -6%, -2%, 1.3%
(6) Cc1cc(C(=O)N2CCc3ccccc3C2)n[nH]1
  15%, -1%, 0%, 3%, 1.7%
(7) COc1cnn(-c2cccc(Cl)c2)c(=O)c1Cl
  -15%, 1%, -4%, -3%, i
(8) COC(=O)C1=C(C(=O)OC)SC2(S1)C(C(=O)OC)=C(C(=O)OC)SC1=C2c2cc(C)ccc2NC1(C)C
  u, 17%, -3%, u, 7.1%
(9) O=C(CSc1nc2ncccc2[nH]1)NCc1ccccc1
  -6%, -1%, -7%, -10%, 0.9%
(10) CCCOc1ccc(-c2nnn(CC(=O)N3CCCC(C)C3)n2)cc1 (centres undefined)
  13%, 1%, 14%, 0%, 3.0%
(11) COc1cc(C=NNc2nc3c([nH]2)c(=O)n(C)c(=O)n3C)ccc1O
  x, 6%, x, x, 9.0%
(12) O=C(N/N=C/c1ccc(OCc2ccccc2)cc1)c1ccc(O)cc1
  u, -2%, 7%, 69%, 8.8%
(13) Cc1cc(C)n(-c2ccc(NC(=O)C3CCCCN3C(=O)c3sccc3C)cc2)n1 (centres undefined)
  -7%, 22%, -3%, 1%, 2.8%
(14) CS(=O)(=O)N1CCC(C(=O)Nc2cc(Cl)cc(Cl)c2)CC1
  -11%, 3%, 5%, -1%, 2.5%
(15) O=C(O)CCC1(CCC(=O)O)c2ccccc2-c2ccccc21
  0%, -5%, 0%, 2%, 1.5%
(16) c1ccc(Nc2ccnc(Nc3ccccc3)n2)cc1
  27%, 3%, 34µM*, 9%, 3.5%
(17) CCOc1ccc(CCNC(=O)CCn2ccc3cc(S(=O)(=O)N4CCCC4)ccc32)cc1
  21%, 1%, 3%, 5%, 4.6%
(18) Cn1cc(CN2CCN(CC(C)(C)C)C(CCO)C2)c2ccccc21 (centres undefined)
  15%, 1%, -3%, 9%, 0.4%
(19) CC(=O)c1cccc(NC(=O)NNC(=O)CCC(=O)Nc2ccc(C)c(C)c2)c1
  3%, -11%, 0%, 18%, 1.4%
(20) CCCC(=O)Nc1ccc(C(=O)n2ccc(C)n2)cc1
  -4%, 1%, 4%, -4%, 1.0%
(21) O=C(Nc1c(F)cccc1F)C(c1ccccc1)c1ccccc1
  4%, x, -1%, 10%, 0.3%
(22) O=C(CN1C(=O)CCC1=O)NNc1ccc2ccccc2c1
  61%, -2%, -5%, u, i
(23) CSc1ncccc1C(=O)N1CCN(S(=O)(=O)c2ccc(C)cc2)CC1
  4%, 7%, 9%, -7%, 0.7%
(24) COc1cccc(CN(C)C(=O)c2cc(S(=O)(=O)N3CCN(c4ccccc4)CC3)ccc2Cl)c1
  13%, -7%, -7%, -7%, 3.1%
(25) Cc1cc(/C=C2\C(=O)NC(=O)N(Cc3ccco3)C2=O)c(C)n1-c1ccc(O)cc1
  18%, 5%, 2%, 19%, i
(26) CC(=O)c1sc(NC(=O)c2ccc(Cn3cc(Br)cn3)o2)nc1C
  9%, -19%, -3%, -4%, 10%
(27) Cc1cc(C(=O)Nc2nc3ccc(Cl)cc3s2)nn1C
  13%, x, 11%, 6%, 3.0%
(28) O=S(=O)(CCc1nc2ccccc2o1)c1ccc(Cl)c(Cl)c1
  -9%, -15%, -1%, -10%, i
(29) Cc1ccccc1-c1noc(-c2ccc(Cl)cc2)n1
  -2%, 6%, 5%, -10%, 0.1%
(30) Cc1ccc(NC2CCCN(C(=O)c3cn4cc(Cl)ccc4n3)C2)cc1C (centres undefined)
  11%, -1%, -5%, -7%, 2.8%
(31) CSCC[C@H](N)C(=O)NC[C@H]1CC[C@H](C(=O)N[C@@H](Cc2ccccc2)C(=O)O)CC1
  -7%, 1%, -5%, 1%, 4.0%
(32) O=C(Nc1ccc(Oc2ccc(Br)cc2)cc1)C1=CC=CN2CCS(=O)(=O)N=C12
  16%, -12%, x, -6%, 0.1%
(33) O=C(COc1ccccc1)N=C1SC2CS(=O)(=O)CC2N1c1ccccc1F (centres undefined)
  5%, 4%, -22%, 5%, 2.1%
(34) O=C1NC(Nc2nc3ccccc3s2)(C(F)(F)F)C(=O)N1C1CCCCC1 (centres undefined)
  23%, 23%, 13%, 2%, 0.3%
(35) CC1CCc2c(sc3ncnc(SCC(=O)Nc4ccc(C(=O)O)cc4)c23)C1 (centres undefined)
  3%, 5%, 2%, 3%, i
(36) Cc1cc(-c2ccccc2)nc(N/N=C/c2ccccc2)n1
  38%, 8%, 4%, 49%, 8.8%
(37) O=C(O)CCCCCN=C1CCc2ccccc2N1
  x, -3%, x, x, i
(38) O=C1c2ccccc2C(=O)N1CCc1nc(-c2ccccn2)no1
  -8%, -2%, -5%, -12%, 0.8%
(39) CN(C)/C=C1\N=C(c2ccc3c(c2)OCO3)OC1=O
  4%, 1%, -4%, 5%, 0.5%
(40) N#Cc1cccc(CN2CCC(=O)N([C@H](CO)Cc3ccccc3)CC2)c1
  -6%, -1%, -2%, 4%, i
(41) CCOC(=O)N1CCN(C(=O)COC(=O)c2cc(Cl)c(O)c(Cl)c2)CC1
  -4%, -4%, -4%, 11%, 0.1%
(42) Cc1csc(NC(=O)c2cc(C)nc3ccccc23)n1
  20%, -1%, -15%, 4%, 10%
(43) CC(=O)Oc1ccc2occ(C(=O)c3ccccc3)c2c1
  31%, x, 4%, 43%, 2.7%
(44) Cc1cccc(NC(=O)c2ccc(-n3cccn3)c([N+](=O)[O-])c2)c1
  34%, 9%, 9%, 3%, 8.7%
(45) Cc1ccc2[nH]c(=O)c(CN(C)C(=O)c3cccs3)cc2c1
  -7%, 1%, -5%, 5%, 0.8%
(46) COc1ccc(NC(=O)c2sc(SCc3ccccc3)nc2N)cc1
  u, 3%, 3%, 62%, 3.2%
(47) COc1ccc(Nc2nc3c(C)cccc3cc2C#N)cc1
  6%, -8%, 5%, 16%, 0.8%
(48) Cc1coc2c(C)c3oc(=O)c(CCC(=O)NCCC(=O)O)c(C)c3cc12
  -1%, -5%, 5%, 2%, 2.6%
(49) Cc1cc(Cl)cc(Cl)c1OCCN1CCCC1
  -4%, 2%, -4%, -9%, i
(50) Cn1c(O)c(C=Nc2ccc3c(c2)CCC3)c(=O)n(C)c1=O
  -2%, -1%, 1%, u, 1.7%
(51) CCOC(=O)CC(=O)Nc1ncnc2c1C(c1ccccc1)c1c(ccc3ccccc13)O2 (centres undefined)
  9%, -19%, x, 1%, 8.4%
(52) N=c1c2c3c(sc2ncn1N)CCCCC3
  1%, -4%, 7%, -10%, i
(53) O=C(CSc1nc(=O)n2ccccc2n1)N1N=C(c2cccs2)CC1c1ccc(F)cc1 (centres undefined)
  14%, 0%, 5%, 1%, 8.2%
(54) CS(=O)(=O)Nc1cccc(C2=NN(C(=O)c3ccccc3)C(c3cccs3)C2)c1 (centres undefined)
  3%, -22%, -3%, 0%, 5.7%
(55) COc1cccc(Nc2nnc(SCN3C(=O)c4ccccc4C3=O)s2)c1
  -7%, -5%, -5%, 0%, 0.0%
(56) CCCC/C(=N\O)c1c[nH]c2ccccc12
  12%, 7%, -6%, -5%, i
(57) CC1=C([N+](=O)[O-])C(c2ccccc2)NC(=O)N1 (centres undefined)
  2%, 1%, -1%, -2%, i
(58) CCOC(=O)c1c(NC(=O)/C=C\C(=O)O)sc(C)c1-c1ccccc1
  35%, 3%, 1%, -7%, 6.6%
(59) COc1ccc(N(CC(=O)Nc2cccc([N+](=O)[O-])c2C)S(C)(=O)=O)cc1OC
  -20%, 4%, -6%, 13%, 0.9%
(60) COc1ccc(S(=O)(=O)N2CCCCC2)cc1NC(=O)CN(C)C1CCCCC1
  12%, 0%, 4%, 3%, 3.8%

4 entries drawn at random from the list so far:
Sequence of screens: M. tuberculosis, H1N1 NS1A inhibition, Salmonella PhoP GFP, H37Rv inhibition, VEEV TC-83 Vero
(31) CSCC[C@H](N)C(=O)NC[C@H]1CC[C@H](C(=O)N[C@@H](Cc2ccccc2)C(=O)O)CC1
  -7%, 1%, -5%, 1%, 4.0%
(60) COc1ccc(S(=O)(=O)N2CCCCC2)cc1NC(=O)CN(C)C1CCCCC1
  12%, 0%, 4%, 3%, 3.8%
(32) O=C(Nc1ccc(Oc2ccc(Br)cc2)cc1)C1=CC=CN2CCS(=O)(=O)N=C12
  16%, -12%, x, -6%, 0.1%
(56) CCCC/C(=N\O)c1c[nH]c2ccccc12
  12%, 7%, -6%, -5%, i

Next structures follow:
Sequence of screens: M. tuberculosis, H1N1 NS1A inhibition, Salmonella PhoP GFP, H37Rv inhibition, VEEV TC-83 Vero
(61) CC(=O)Nc1cccc(-c2csc(Nc3ccc(C)cn3)n2)c1
  19%, -1%, -2%, 5%, 11%
(62) CC1=[N+]([O-])C(C)(C)C(c2ccc(Br)cc2)=[N+]1[O-]
  -3%, 14%, -10%, 1%, 0.7%
(63) CCOC(=O)c1c(C)n(COCCO)c2ccc(O)cc12
  -3%, 3%, -6%, -8%, 1.1%
(64) O=C(COc1ccc(S(=O)(=O)N2CCCCC2)cc1)N1CCCCCC1
  11%, -1%, -9%, -1%, 3.0%
(65) O=C(NCc1cccnc1)C1CCC(CNS(=O)(=O)c2ccc(Cl)cc2)CC1 (centres undefined)
  -4%, -8%, 1%, 0%, 1.2%
(66) Cc1ccc2cc(CN(CC3CCCO3)S(=O)(=O)c3c(C)ccc4nsnc34)c(=O)[nH]c2c1 (centres undefined)
  -1%, 2%, 3%, -1%, 3.0%
(67) COc1ccc(/C=C/c2nc3cc(-c4ccccc4)ccc3o2)cc1O
  65%, 6%, -5%, u, 5.9%
(68) CCCn1c(=O)[nH]c(=O)c2c1nc(-c1ccc(OC(F)(F)C(F)C(F)(F)F)cc1)n2CCOC (centres undefined)
  1%, 14%, 5%, 10%, 3.6%
(69) Cc1nc2ccc(Cl)cc2c(=O)n1-c1ccc([N+](=O)[O-])cc1
  x, 0%, -7%, 2%, 1.3%
(70) O=C(CNC(=O)c1ccc(Br)o1)NCc1ccc2c(c1)OCO2
  -1%, 3%, -7%, 3%, 6.7%

Structures from the list above containing an aryl methoxy group:
Sequence of screens: M. tuberculosis, H1N1 NS1A inhibition, Salmonella PhoP GFP, H37Rv inhibition, VEEV TC-83 Vero
(4) COc1ccc(CCNC(=O)CSc2nc3[nH]ncc3c(=O)n2-c2ccccc2OC)cc1OC
  5%, -11%, 7%, -4%, 2.4%
(7) COc1cnn(-c2cccc(Cl)c2)c(=O)c1Cl
  -15%, 1%, -4%, -3%, i
(11) COc1cc(C=NNc2nc3c([nH]2)c(=O)n(C)c(=O)n3C)ccc1O
  x, 6%, x, x, 9.0%
(24) COc1cccc(CN(C)C(=O)c2cc(S(=O)(=O)N3CCN(c4ccccc4)CC3)ccc2Cl)c1
  13%, -7%, -7%, -7%, 3.1%
(46) COc1ccc(NC(=O)c2sc(SCc3ccccc3)nc2N)cc1
  u, 3%, 3%, 62%, 3.2%
(47) COc1ccc(Nc2nc3c(C)cccc3cc2C#N)cc1
  6%, -8%, 5%, 16%, 0.8%
(55) COc1cccc(Nc2nnc(SCN3C(=O)c4ccccc4C3=O)s2)c1
  -7%, -5%, -5%, 0%, 0.0%
(59) COc1ccc(N(CC(=O)Nc2cccc([N+](=O)[O-])c2C)S(C)(=O)=O)cc1OC
  -20%, 4%, -6%, 13%, 0.9%
(60) COc1ccc(S(=O)(=O)N2CCCCC2)cc1NC(=O)CN(C)C1CCCCC1
  12%, 0%, 4%, 3%, 3.8%
(67) COc1ccc(/C=C/c2nc3cc(-c4ccccc4)ccc3o2)cc1O
  65%, 6%, -5%, u, 5.9%

Source: PubChem
